TrxR1 inh: rat TrxR1 inhibition. recombinant rTrxR1, NADPH fluorescence consumption, selenite substrate. Potency, µM (top dose mostly 114 µM), without a hit: at the highest dose activity change, negative = inhibition, most hits filed as inhibitors. O89049. hit rate 1% among 390,000; also: potency is read from the fitted curve at half-maximal effect; % is scaled to controls: 0 for no effect and ±100 for the full control effect; nearly all actives have a fitted effect of over 65% in size
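Rat TrxR1 (90 nM in the dispensed reagent) was pre-reduced with 400 uM NADPH for 5 min at room temperature, then incubated with compound for 15 min. After 400 uM selenite was added, NADPH fluorescence (Ex 340/Em 450 nm) was followed for 8 min.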
IDH1 R132H inh: human IDH1 R132H inhibition; O75874; IDH1-R132H enzyme, NADPH consumption, diaphorase/resazurin fluorescence; Potency, µM (titrated, usually from 76.6 µM), inactives show at the highest dose activity change, negative = inhibition, usual class: inhibitors; hit rate 0.093% among 390,000; AID 602179; also: potency is read from the fitted curve at half-maximal effect; % is scaled to controls: 0 for no effect and ±100 for the full control effect; nearly all actives have a fitted effect of over 65% in size
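IDH1-R132H (0.5 ug/mL dispensed) in pH 7.5 Tris buffer was preincubated 30 min with compound, then given a substrate mix of 0.016 mM NADPH and 2 mM alpha-KG for 80 min at room temperature; remaining NADPH was read by diaphorase/resazurin fluorescence.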
PI4K2A block: PI4K2A (human) kinase inhibition | hit rate 0.13% among 420,000 | AID 1346378 | purified PI4K2A, ADP-Glo luminescence, 1 h; hits give low values | activity change, negative = inhibition, % at 76.9 µM; in the data active = activity change below about -50%; inconclusive = mostly about -30% to -49%;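 also: -100% = wells without enzyme as full effect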
Target sequence (Q9BTU6 whole entry, looked up): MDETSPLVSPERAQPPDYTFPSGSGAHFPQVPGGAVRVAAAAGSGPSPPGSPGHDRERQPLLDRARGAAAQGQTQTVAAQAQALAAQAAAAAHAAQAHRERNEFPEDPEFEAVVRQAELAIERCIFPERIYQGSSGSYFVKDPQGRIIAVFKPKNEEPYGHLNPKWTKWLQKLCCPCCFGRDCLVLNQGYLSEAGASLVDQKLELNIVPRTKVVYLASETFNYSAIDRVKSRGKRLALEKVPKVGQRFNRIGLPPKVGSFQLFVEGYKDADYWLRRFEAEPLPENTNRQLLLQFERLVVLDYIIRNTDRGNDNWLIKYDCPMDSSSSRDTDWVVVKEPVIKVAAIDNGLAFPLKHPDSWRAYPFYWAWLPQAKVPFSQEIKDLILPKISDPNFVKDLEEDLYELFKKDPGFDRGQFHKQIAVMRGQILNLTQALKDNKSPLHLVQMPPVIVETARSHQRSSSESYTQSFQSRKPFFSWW
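PI4K2A activity was measured by ADP-Glo luminescence: enzyme (4 ug/mL stock) and phosphatidylinositol (1.2 mM stock) in Tris pH 7.5/MgCl2/EGTA/Triton X-100 buffer were reacted with ATP (300 microM stock) for one hour at ambient temperature.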
GLS inh: blocks human kidney-isoform glutaminase activity | hit rate 0.21% among 410,000 | O94925 | GLS enzymatic activity, qHTS titration | Potency, µM (highest dose often 45.5 µM), for the others: top-dose activity change, negative = inhibition, most hits filed as inhibitors; also: potency is read from the fitted curve at half-maximal effect; % is scaled to controls: 0 for no effect and ±100 for the full control effect
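Two-point fluorescence kinetic (t0, 30 min RT) for hKGA; glutamate detected via glutamate oxidase–HRP–Amplex Red. Substrate: 1 mM L-glutamine solution; buffer 45 mM KH2PO4, pH 8.2.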
PGK inhibitor: blocks T. brucei phosphoglycerate kinase; PGK/GAPDH coupled, Kinase-Glo luminescence, 60 min; hit rate 0.043% among 380,000; Potency, µM (doses to about 57.5 µM), inactives show at the top dose activity change, negative = inhibition, usual class: inhibitors; P07378; also: potency is read from the fitted curve at half-maximal effect; % is scaled to controls: 0 for no effect and ±100 for the full control effect; nearly all actives have a fitted effect of over 60% in size
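Recombinant glycosomal PGK reaction used 1,3-bisphosphoglycerate generated in-well by GAPDH (100nM final) in 100mM TEA pH 7.6, 5mM MgCl2, 0.01% Tween-20. After 60 minutes at room temperature, ATP was read by Kinase-Glo Plus luminescence end-point.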
Pin1 inh: inhibitors of human Pin1; Potency, µM (top dose mostly 115 µM), without a hit: at the highest dose activity, negative = inhibition, hits mostly inhibitors; Pin1 FP peptide displacement, HiFluor488, 10 min; hit rate 0.009% among 390,000; active = well fitted inhibition curve with a large enough effect in the polarisation, with a control signal flat, not every such curve was filed as active; inconclusive = small, poorly fitted or top-dose-only effect, or effect the other way, or a change in a side signal; inactive = no such curve, though single readings can be large or run the other way; the % refers to the polarisation; also: potency is read from the fitted curve at half-maximal effect; % is scaled to controls: 0 for no effect and ±100 for the full control effect
Target sequence (Q13526 whole entry, looked up): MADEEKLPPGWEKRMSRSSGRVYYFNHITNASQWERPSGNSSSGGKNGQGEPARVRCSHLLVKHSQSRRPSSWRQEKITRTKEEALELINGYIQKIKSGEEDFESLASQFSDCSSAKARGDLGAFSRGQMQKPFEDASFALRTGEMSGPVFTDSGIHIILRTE
HP1b binding inh: inhibitors of HP1-beta chromodomain binding to methylated histone tails; P83916; AlphaScreen HP1-beta / biotin-H3K9me3 peptide binding; Potency, µM (doses to about 114 µM), inactives show at the top dose activity change, negative = inhibition, actives largely listed as inhibitors; hit rate 0.56% among 390,000; also: potency is read from the fitted curve at half-maximal effect; nearly all actives have a fitted effect of over 70% in size; inactives centre near 23
Target sequence (P83916 whole entry, looked up): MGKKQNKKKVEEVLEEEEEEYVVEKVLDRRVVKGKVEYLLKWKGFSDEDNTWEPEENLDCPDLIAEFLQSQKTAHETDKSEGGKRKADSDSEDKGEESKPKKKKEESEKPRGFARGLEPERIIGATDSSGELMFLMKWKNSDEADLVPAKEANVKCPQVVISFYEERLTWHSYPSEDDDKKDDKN
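AlphaScreen: HP1-beta (50 nM) preformed 30 min with biotin-H3(1-18)K9me3 peptide (50 nM) in PBS pH 7.4, 0.01% Tween-20. Compound added for 30 min at RT, then streptavidin donor/nickel chelate acceptor beads (10 ug/mL) for 30 min.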
USP1-UAF1 inh: blocks the human USP1/UAF1 deubiquitinase complex; recombinant USP1/UAF1, Ub-Rhodamine cleavage fluorescence; O94782; AID 743255; hit rate 0.23% among 390,000; Potency, µM (highest dose often 57.1 µM), without a hit: at the highest dose activity change, negative = inhibition, actives largely listed as inhibitors; also: potency is read from the fitted curve at half-maximal effect; % is scaled to controls: 0 for no effect and ±100 for the full control effect; nearly all actives have a fitted effect of over 60% in size; inactives centre near -12
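USP1/UAF1 complex (1 nM) preincubated 15 min at room temperature with compound, then Ub-Rho substrate (150 nM final) added. Kinetic fluorescence at 480/540 nm over 6 reads at 60 s intervals; 50 mM HEPES pH 7.8, 0.5 mM EDTA, 0.1 mg/ml BSA, 1 mM TCEP, 0.01% Tween-20.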
TrxR1 substrate: rat thioredoxin reductase 1 substrate activity | purified TrxR1 substrate turnover, NADPH consumption readout | AID 588456 | O89049 | Potency, µM (titrated, usually from 114 µM), for the others: at the highest dose activity change, negative = substrate turnover | hit rate 0.01% among 390,000; also: potency is read from the fitted curve at half-maximal effect; % is scaled to controls: 0 for no effect and ±100 for the full control effect; nearly all actives have a fitted effect of over 50% in size
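Rat TrxR1, dispensed at 90 nM, was prereduced with 400 uM NADPH (final) for 5 min at ~22 deg C, then incubated with compound 15 min before 400 uM selenite. A first-read NADPH fluorescence drop versus no-compound background flagged substrates.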
Starred values were filed as active, the others as inactive; i = inactive; ? = inconclusive; . = not tested or not shown; [ ] = remark or other dose. Unless noted, calls follow the shape of the dose curve; as a rule, active = well fitted curve in the direction sought with a large enough effect; inconclusive = small, poorly fitted or top-dose-only effect, or another doubt; inactive = no such curve, though single readings can be large; an effect the other way counts as inactive or inconclusive.

SMILES	TrxR1 inh	IDH1 R132H inh	PI4K2A block	GLS inh	PGK inhibitor	Pin1 inh	HP1b binding inh	USP1-UAF1 inh	TrxR1 substrate
CN1C(=O)c2ccccc2C(C(=O)NCCCN2CCCC2)C1c1c[nH]c2ccccc12 (centres undefined)	15%[57.1 µM]	2%	-8	0%	i	35%[activator]	30%	-14%	-2%[57.1 µM]
CC(=O)OCC(NC(=O)C(Cc1ccccc1)NC(=O)OC(C)(C)C)C1OC(n2ccc(=O)[nH]c2=O)C(OC(C)=O)C1OC(C)=O (centres undefined)	8%	.	.	.	.	-10%	30%	.	6%
CN(C)S(=O)(=O)c1ccc(Cl)c(-c2nnc3n2CCCCC3)c1	9%[57.1 µM]	4%	-1	-1%	3%	0%	12%	-3%	3%[57.1 µM]
Cc1nonc1NC(=O)c1ccc(Cl)c(S(=O)(=O)N2CCCCC2)c1	-2%	-2%	-10	-30%	-4%	0%	5%	-14%	-10%
COc1ccc(N2C(=O)CSC(c3ccccc3)C2=O)cc1 (centres undefined)	24%[57.1 µM]	6%	-3	-3%	-4%	-1%	51%[activator]	-8%	-14%[57.1 µM]
Cc1ccc(OCc2cc(C(=O)NCC(C)(C)N3CCOCC3)no2)cc1C	-2%	2%	-4	-2%	-10%	-5%	73%[activator]	-18%	0%
Cc1cc(NC(=O)CC(CN(C)S(=O)(=O)c2ccccc2)c2ccccc2)no1 (centres undefined)	-4%[57.1 µM]	25%	0	-9%	-4%	-3%	32%	-18%	-5%[57.1 µM]
CN(Cc1ccccc1)C(=O)CCn1c(=O)oc2ccccc21	?	0%	0	7%	1%	3%	25%	-11%	0%[57.1 µM]
Cc1cccn2c(=O)c3cc(C(=O)N4COCC4(C)C)n(Cc4ccccc4)c3nc12	16%	0%	8	21%	-2%	-19%	64%[activator]	-16%	24%
C=CCOc1ccc(/C=C2/C(=O)ON=C2C)cc1OCC	-14%[57.1 µM]	4%	-5	-2%	4%	5%	-5%	-4%	9%[57.1 µM]
Cc1nn(-c2ccccc2)c(C)c1NC(=O)COC(=O)C1CC(=O)N(CCc2ccccc2)C1 (centres undefined)	10%	2%	-4	0%	2%	4%	32%	-15%	0%
O=C(Cn1cc(COc2c(Br)cc(F)cc2Br)nn1)c1ccc(O)cc1	-5%	-9%	-23	1%	-3%	?	31%	-28%	-4%
Cc1noc(C)c1C(=O)N1CCCC1	17%[57.1 µM]	-2%	0	1%	-5%	-3%	11%	5%	7%[57.1 µM]
Cc1ccc(S(=O)(=O)NCC2CCC(C(=O)NC3CCCCC3)CC2)cc1 (centres undefined)	11%	3%	-4	1%	-3%	-1%	37%	-17%	5%
CCCCn1c(N)c(N(CCOC)C(=O)C2CCN(S(=O)(=O)c3ccc(C)cc3C)CC2)c(=O)[nH]c1=O	-24%	-6%	-2	1%	-1%	-4%	10%	1%	-16%
CSC(SC)=C(C#N)C(=O)c1ccccc1	18µM*	0%	-3	?	4%	-5%	-20%	0%	4%[57.1 µM]
CC1CC(C)CN(C(=O)c2cccc(NC(=O)CC3SC(N4CCCCC4)=NC3=O)c2)C1 (centres undefined)	-17%[2.29 µM]	-4%	2	-13%	-10%	5%	4%[57 µM]	4%	-10%[2.29 µM]
C[C@H](CO)N1C[C@H](C)[C@@H](CN(C)C(=O)Nc2ccccc2)Oc2ccc(NC(=O)c3ccncc3)cc2C1=O	-44%	7%	-7	?	i	3%	18%	-10%	6%
Cc1ccc2c(=O)cc(C(=O)Nc3sc4c(c3C(=O)NCc3ccco3)CCC4)oc2c1	21%	-6%	-2	-7%	-4%	0%	22%	0%	3%
COc1cccc(-c2ncc3ccccc3c2COC(=O)N2CCCCC2)c1	11%	-7%	1	2%	7%	?	41%[activator]	?	-3%
CCCn1nnc(NC(=O)c2cccnc2Cl)n1	4%[57.1 µM]	9%	-3	12%	-6%	-1%	26%	1%	-4%
O=C(NCCCN1CCOCC1)c1nn2c(C(F)(F)F)cc(-c3ccco3)nc2c1Cl	10%	6%	1	11%	-9%	-3%	21%	-18%	-4%
CCOc1cc(/C=C/C(=O)O)ccc1OCCO	20%	-3%	4	-21%	-8%	-6%	4%	-11%	1%
COc1ccc(CCC(=O)NCCS(=O)(=O)N2CCN(c3ccc(F)cc3)CC2)cc1	9%[57.1 µM]	0%	0	0%	5%	3%	25%	-23%	1%[57.1 µM]
O=C(CCCCn1c(=O)c2ccccc2n(Cc2ccccc2F)c1=O)NC1CCN(Cc2ccccc2)CC1	17%	9%	-1	-10%	-2%	3%	16%	-8%	-2%
COc1ccc(Nc2c3c(nc4ccccc24)CCC3)c(OC)c1	22%[57.1 µM]	8%	0	?	i	2%	14%	-19%	-18%[57.1 µM]
O=c1[nH]c2cc3c(cc2cc1CN(CCc1ccccc1)C(=S)NCCCN1CCOCC1)OCCO3	-9%	2%	-2	6%	1%	6%	41%[activator]	-5%	8%
CN1CCN(C(=S)NC(=O)c2ccco2)CC1	2%[57.1 µM]	6%	2	-4%	8%	-1%	4%	2%	6%[57.1 µM]
CC(C)n1cnc2c(N(C)c3cccc(Cl)c3)nc(N(CCO)CCO)nc21	6%[57.1 µM]	0%	-2	1%	-10%	-5%	38%	-27%	-7%[57.1 µM]
CC1=C(C#N)C(NC(=O)C2CC2)(C(F)(F)F)C(=O)N1 (centres undefined)	11%[57.1 µM]	2%	-1	-1%	-7%	-5%	48%[activator]	-7%	4%[57.1 µM]
CCC(C)(C)c1ccc(OCCCC[n+]2cccc(C)c2)c(C(C)(C)CC)c1	3%[57.1 µM]	3%	6	-26%	i	8%	8%	-15%	3%[57.1 µM]
COc1ccc(CCNc2oc(COc3ccc(Cl)cc3)nc2C#N)cc1OC	-3%	1%	-7	2%	-7%	5%	-21%	-21%	-5%
O=S1(=O)CCOC[C@H](c2ccccc2)N1Cc1cccc(Cl)c1	16%[57.1 µM]	19%	2	2%	-3%	-13%	62%[activator]	-17%	7%[57.1 µM]
Cn1nc(-c2ccccc2)c2cc([N+](=O)[O-])ccc21	-1%	-4%	-3	6%	8%	-16%	15%	-16%	-3%
O=C(COc1nc2ccccc2nc1N1CCOCC1)Nc1ccc(S(=O)(=O)N2CCCC2)cc1	8%	3%	5	-2%	-2%	?	17%	-3%	4%
CCC(=O)N1CCN(c2ccc(NC(=O)c3ccc4c(c3)OCO4)cc2)CC1	11%[57.1 µM]	1%	-4	47%[activator]	-5%	0%	21%	-18%	0%[57.1 µM]
CCN1CCN(c2ncnc3c2cnn3-c2cccc(C)c2)CC1	22%[57.1 µM]	.	-4	7%	.	7%	50%[activator]	-23%	9%[57.1 µM]
O=C(N/N=C\c1ccccc1)c1cccc(C(=O)N/N=C\c2ccccc2)n1	12%	-13%	-3	2%	-7%	5%	15%	?	1%
O=C(c1cn(Cc2ccccc2)nc1-c1cccnc1)N1CCc2ccccc2C1	-11%	-6%	10	1%	2%	0%	24%	-19%	-3%
C[C@H]1CN([C@@H](C)CO)C(=O)CCCn2cc(nn2)CO[C@@H]1CN(C)S(=O)(=O)c1cccs1	.	-8%	-2	-2%	6%	.	.	-23%	.
COCCn1c(SCC(=O)N(C)c2ccccc2)nc2c([nH]c3ccccc32)c1=O	7%	0%	11	-14%	-5%	-1%	30%	-19%	3%
C=CCn1c(=O)c(C(=O)NCCc2ccc(Cl)cc2)c(O)c2cc(OC)c(OC)cc21	27%	0%	7	-10%	i	-5%	30%	-13%	5%
CCOc1ccc(CCNC(=O)COC(=O)c2cc(S(=O)(=O)N3CCOCC3)ccc2F)cc1OCC	10%	5%	0	15%	2%	4%	17%[57 µM]	-13%	0%
CCSCc1nnc(SCC(=O)Nc2cccc(SC)c2)n1C	10%[57.1 µM]	1%	3	-1%	3%	5%	30%	-16%	14%[57.1 µM]
C[C@H](CO)N1C[C@H](C)[C@@H](CN(C)Cc2ccc3c(c2)OCO3)Oc2c(NC(=O)C3CCCCC3)cccc2C1=O	9%	?	-2	6%	2%	5%	-2%	-33%	0%
Cc1cc(/C=N/NC(N)=S)c(C)n1-c1ccc(Cl)cc1	-2%	3%	0	2%	-10%	6%	-21%	-26%	-4%
COc1ccc2c(c1)[nH]c1c(=O)n(CCCn3ccnc3)cnc12	21%	10%	10	-4%	?	5%	37%	-22%	10%
O=C(NNS(=O)(=O)c1ccc(Cl)cc1)c1cccs1	21%	5%	-1	21%	5%	-3%	34%	0%	0%
CC(CCc1ccccc1)NC(=O)C(=O)Nc1ccccc1 (centres undefined)	-12%	-2%	4	7%	1%	-3%	10%	0%	-11%
COc1ccc(-c2nc3ccc(C(=O)NCc4ccccc4)cc3nc2-c2ccc(OC)cc2)cc1	34%[57.1 µM]	-2%	2	13%	3%	13%	67%[activator]	-25%	23%[57.1 µM]
C=CCn1c(C)c(C(C)=O)cc(NC(=O)c2ccccc2)c1=O	8%[57.1 µM]	4%	-1	15%	-5%	1%	39%[activator]	-13%	-5%
CCN1C(=O)c2cccc3c(Cl)ccc1c23	-1%	5%	1	2%	4%	0%	153%[activator]	5%	-6%

The list is partial; the hit share may differ from the screen's.
